Diaph act CS: diaphorase activation or chemical reduction counter-screen. Diaphorase/resazurin coupled assay, resorufin fluorescence, 16 min; hits give high values; 1 = vehicle wells, 0 = NADH-free wells. activation factor at 20 µM. 190,000 tested, 0.005% active. AID 1229;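 active = diaphorase activity raised at least twofold by the compound at 20 µM; inactive = activation factor below 2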
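Material: Purified diaphorase enzyme from Clostridium kluyveri | Buffer or medium: 50 mM HEPES pH 7.4 with 4.542 mM MgCl2, 0.005% Tween 20 | Times: 16 min enzyme reaction, ambient temperature | Signal: Red resorufin fluorescence at 544/590 nm excitation/emission | Measure: Increased resorufin signal from activators or reducing compounds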
Hsp70 act: switches on Hsp70 transcription; 200,000 tested, 0.04% active; HeLa Hsp70 promoter luciferase reporter, luminescence; scaled: vehicle 0, proteasome-inhibitor control 100%; activation, % at 10 µM;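 active = activation above the mean across all tested compounds plus 3 SD, cutoff set per campaign, cut at about 5.5% in these data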;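 also: 100% = MG132 at 30 µM as the positive control and 0% = DMSO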
STAT1 inh: reduces IFN-gamma driven STAT1 reporter signal; AID 920; inhibition, % at 5.5 µM; NIH 3T3 STAT1-luciferase reporter, luminescence; 200,000 tested, 0.35% active;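 active = inhibition above a set limit, the mean inhibition across all tested compounds plus 3 SD, cut at about 34% in these data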;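 also: 0% = IFN-gamma with DMSO and 100% = IFN-gamma with 300 µM nifuroxazide; values of inactives mirror those of a sister screen read the other way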
STAT3 act: activators of IL-6 induced STAT3 signaling; AID 871; activation (% of control), % at 5.6 µM; 190,000 tested, 0.91% active; U3A cells, IL-6 STAT3-luciferase reporter, luminescence; 100% = signal with IL-6 EC80 alone;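 active = activation above the screen-wide mean of compound activation plus 3 SD, cut at about 130% in these data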;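 also: 0% = background luminescence of wells with medium and substrate only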
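system = STAT3-luciferase reporter U3A cells | reagent = IL-6 stimulus at 33 ng/mL final | timing = 1 h compound pre-exposure, 6 h IL-6 stimulation, 37 °C | measured by = luminescence | evaluation = % activation versus median of IL-6-stimulated wells | control set = IL-6-only wells as 100% reference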
TLR4-MyD88 BLA: inhibitors of human TLR4-MyD88 binding | O00206+Q99836 | HeLa CL3-4 TLR4/MyD88 BLA complementation, FRET ratio | inhibition, % at 8.4 µM | 200,000 tested, 0.18% active; in the data active = inhibition above about 25%;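 also: 0% = vehicle and 100% = reference inhibitor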
Target sequence (O00206 whole entry, looked up): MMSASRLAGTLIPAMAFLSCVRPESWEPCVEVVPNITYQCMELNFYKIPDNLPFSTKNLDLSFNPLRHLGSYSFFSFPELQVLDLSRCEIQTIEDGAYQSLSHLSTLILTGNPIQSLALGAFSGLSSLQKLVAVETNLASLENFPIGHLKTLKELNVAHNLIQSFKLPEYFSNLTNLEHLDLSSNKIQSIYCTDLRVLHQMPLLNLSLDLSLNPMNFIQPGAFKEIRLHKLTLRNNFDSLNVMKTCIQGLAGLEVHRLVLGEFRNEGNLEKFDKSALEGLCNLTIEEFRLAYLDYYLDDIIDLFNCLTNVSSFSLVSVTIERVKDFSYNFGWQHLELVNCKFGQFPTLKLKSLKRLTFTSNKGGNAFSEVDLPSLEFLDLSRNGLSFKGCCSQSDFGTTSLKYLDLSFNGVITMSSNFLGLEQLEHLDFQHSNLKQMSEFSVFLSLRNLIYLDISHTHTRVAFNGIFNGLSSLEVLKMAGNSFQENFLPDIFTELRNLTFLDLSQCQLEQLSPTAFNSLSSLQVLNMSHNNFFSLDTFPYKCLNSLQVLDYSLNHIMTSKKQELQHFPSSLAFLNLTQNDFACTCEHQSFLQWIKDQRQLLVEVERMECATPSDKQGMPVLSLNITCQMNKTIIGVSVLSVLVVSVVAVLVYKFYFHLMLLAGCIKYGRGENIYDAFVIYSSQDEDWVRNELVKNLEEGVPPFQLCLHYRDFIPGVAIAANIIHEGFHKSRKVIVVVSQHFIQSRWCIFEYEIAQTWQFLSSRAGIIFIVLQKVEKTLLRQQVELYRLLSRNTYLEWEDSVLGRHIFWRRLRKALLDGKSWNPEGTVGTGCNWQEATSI
Target sequence (Q99836 whole entry, looked up): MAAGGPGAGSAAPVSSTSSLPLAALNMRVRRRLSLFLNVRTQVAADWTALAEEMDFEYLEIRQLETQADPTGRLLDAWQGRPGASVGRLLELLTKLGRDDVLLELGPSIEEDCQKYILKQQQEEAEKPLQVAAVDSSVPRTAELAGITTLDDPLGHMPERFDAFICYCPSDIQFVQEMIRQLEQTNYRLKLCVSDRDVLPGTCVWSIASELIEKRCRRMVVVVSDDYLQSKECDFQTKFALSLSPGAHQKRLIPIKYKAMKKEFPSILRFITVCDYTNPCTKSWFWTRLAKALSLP
Diaphorase inh: inhibits diaphorase or chemically oxidizes, flagging diaphorase assay artifacts. diaphorase resazurin-to-resorufin fluorescence, NADH, 16 min; bacterial (C. kluyveri) enzyme, not human. inhibition, % at 20 µM. 190,000 tested, 0.69% active. AID 1217;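 active = primary screen inhibition at 20 µM above a set limit, cut at about 50% in these data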;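 also: plate controls were DMSO with full reaction for no effect and wells lacking NADH for full effect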
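System: Bacterial diaphorase enzyme (C. kluyveri) | Incubation: 16-min room-temperature incubation before reading | Benchmarks: No-NADH positive control and DMSO neutral control | Measured by: Resorufin fluorescence 544/590 nm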
STAT1 act: increases IFN-gamma driven STAT1 reporter signal; NIH 3T3 STAT1-luciferase reporter, luminescence; 100% = IFN-gamma alone, no compound; activation (% of control), % at 5.5 µM; 200,000 tested, 2.6% active; AID 932;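 active = activation above the screen-wide mean activation plus 3 SD, cut at about 130% in these data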;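 also: raw ratio to IFN-gamma control signal so 100% means no change and 0% no light; values of inactives mirror those of a sister screen read the other way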
STAT3 inh: reduces IL-6 driven STAT3 reporter signal. AID 862. U3A cells, IL-6 STAT3-luciferase reporter, luminescence; host cell line lacks STAT1. 190,000 tested, 0.89% active. inhibition, % at 5.5 µM;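 active = inhibition above the mean inhibition across all screened compounds plus 3 SD, cut at about 44% in these data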;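 also: 0% = DMSO only wells and 100% = 100 µM nifuroxazide control wells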
G6PDH CS: inhibits Leuconostoc G6PDH, flagging false hits in G6PDH-based assays. Purified L. mesenteroides G6PDH, diaphorase/resazurin coupled fluorescence, 45 min. inhibition, % at 5 µM. 200,000 tested, 0.12% active. AID 1020; in the data active = inhibition above about 50%
APP 5UTR inh: APP translation inhibition. SH-SY5Y APP 5'UTR-luciferase reporter, luminescence. inhibition, % at 2 µM. 190,000 tested, 0.82% active. AID 1285;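 active = inhibition above a set limit, derived from the sample mean plus 3 SD, cut at about 45% in these data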; also: values of inactives mirror those of a sister screen read the other way
* hit, by the source's call; nt = no result given.

mol	Diaph act CS	Hsp70 act	STAT1 inh	STAT3 act	TLR4-MyD88 BLA	Diaphorase inh	STAT1 act	STAT3 inh	G6PDH CS	APP 5UTR inh
CSCC[C@H](NC(=O)c1ccc(Cl)c(S(=O)(=O)N2CCCC2)c1)c1nc2ccccc2[nH]1	0.8	-0.5	-5	97	5	19	104	8	12	5
C(=C\c1ccccc1)/CSc1ccccn1	0.8	0.1	-39	94	8	20	136*	14	3	-54
Cc1ccc(C(=O)N2CCN(c3ccc(NC(=S)NC(=O)c4cccs4)cc3)CC2)cc1	0.8	-0.3	5	88	7	17	94	18	7	-14
COc1ccc(/C(N)=N/OC(=O)c2cccs2)cc1OC	nt	-0.1	-66	105	-3	nt	159*	-3	11	-66
Cn1cc([C@@H]2C[C@H]3CN(C4CCCC4)C(=O)[C@]34CCCN24)c(-c2ccccc2)n1	1.2	-0.1	-2	94	3	-16	100	9	12	-22
CCOC(=O)Nc1ccc2c(c1)nc(CN1CCN(C(C)=O)CC1)n2C	0.9	-0.3	4	104	-2	11	96	-2	10	4
O=C(O)C1=C(C(=O)Nc2ccc(F)c(Cl)c2)CCCC1	1	-0.2	6	86	3	3	95	18	16	6
O=C1COc2ccc(-c3csc(NCCc4ccccc4)n3)cc2N1	0.8	0.1	-13	87	-1	22	111	23	-2	-15
Cc1cc(N)n2ncc(-c3cccc(Br)c3)c2n1	0.7	-0.1	-46	115	-4	27	142*	-16	5	-96
Cc1ccc(N2CCN(C(=O)Nc3cccc([N+](=O)[O-])c3)CC2C)cc1 (centres undefined)	0.8	0.1	20	92	-1	18	82	18	4	-6

Reprinted at random: 6 compounds from above.
mol	Diaph act CS	Hsp70 act	STAT1 inh	STAT3 act	TLR4-MyD88 BLA	Diaphorase inh	STAT1 act	STAT3 inh	G6PDH CS	APP 5UTR inh
COc1ccc(/C(N)=N/OC(=O)c2cccs2)cc1OC	nt	-0.1	-66	105	-3	nt	159*	-3	11	-66
Cc1ccc(N2CCN(C(=O)Nc3cccc([N+](=O)[O-])c3)CC2C)cc1 (centres undefined)	0.8	0.1	20	92	-1	18	82	18	4	-6
Cc1cc(N)n2ncc(-c3cccc(Br)c3)c2n1	0.7	-0.1	-46	115	-4	27	142*	-16	5	-96
O=C(O)C1=C(C(=O)Nc2ccc(F)c(Cl)c2)CCCC1	1	-0.2	6	86	3	3	95	18	16	6
CSCC[C@H](NC(=O)c1ccc(Cl)c(S(=O)(=O)N2CCCC2)c1)c1nc2ccccc2[nH]1	0.8	-0.5	-5	97	5	19	104	8	12	5
Cn1cc([C@@H]2C[C@H]3CN(C4CCCC4)C(=O)[C@]34CCCN24)c(-c2ccccc2)n1	1.2	-0.1	-2	94	3	-16	100	9	12	-22

(further entries)
mol	Diaph act CS	Hsp70 act	STAT1 inh	STAT3 act	TLR4-MyD88 BLA	Diaphorase inh	STAT1 act	STAT3 inh	G6PDH CS	APP 5UTR inh
CCc1ccc(NC(=O)c2noc3c2CCCCC3)cc1	0.9	0.2	-67	102	13	14	164*	5	3	-202
COc1ccc(N2CCN(c3oc(-c4ccccc4OC)nc3C#N)CC2)cc1	0.9	-0.3	3	101	-4	14	97	1	-18	-7
CCOc1ccccc1C(=O)N1CCC(n2nnc3cc(C)ccc32)CC1	0.7	0.0	-2	103	11	25	102	6	11	-4
COCCn1c(-c2cccc([N+](=O)[O-])c2)nc2c1c(=O)[nH]c(=O)n2Cc1ccccc1	0.9	-0.6	-4	109	7	7	104	-8	10	-25
CCOCCCNC(=O)C(C)NS(=O)(=O)c1ccc(C)cc1 (centres undefined)	0.8	-0.3	2	97	2	21	98	7	-2	16
Cc1ccc(OCC(=O)N2N=C(c3cccnc3)CC2(O)C(F)(F)F)cc1C (centres undefined)	1	-0.3	1	100	-10	5	99	5	-7	-6
Cc1ccc(C(=O)c2ccccc2C(=O)OCC(=O)NC(C)(C)C)cc1	1	-0.2	9	104	-1	4	91	3	7	7
CCOC(=O)C1CCN(C(=O)CNS(=O)(=O)c2cccs2)CC1	0.9	-0.2	8	96	5	15	93	11	-3	-9
Cc1ccc(NS(=O)(=O)c2cc(C(=O)N3CCN(C)CC3)ccc2C)cc1	1	-0.3	4	100	7	2	97	3	-6	-23
CSc1ccc(CN2CCC(C(=O)NCc3ccc(C)cc3)CC2)cc1	0.8	-0.2	9	97	3	16	90	6	21	-7

mol	Diaph act CS	Hsp70 act	STAT1 inh	STAT3 act	TLR4-MyD88 BLA	Diaphorase inh	STAT1 act	STAT3 inh	G6PDH CS	APP 5UTR inh
Clc1cc2c(c(Cn3cnc4ccccc43)c1)OCOC2	0.9	-0.1	3	93	-4	6	96	14	3	0
COc1ccc(CN2CCCCC2C(=O)Nc2ccc(OC)c(OCC(C)C)c2)cc1OC (centres undefined)	1	-0.3	6	104	7	-2	95	-1	0	1
Cc1cc(C)n(CC(=O)N/N=C/c2ccc3c(c2)OCO3)n1	0.9	-0.2	-10	108	9	14	109	-5	10	-6
CC1(CCC#N)N=C(SCCC#N)N(c2ccccc2)C1=O (centres undefined)	0.9	0.0	-2	88	-11	13	102	16	8	7
COC(=O)C1C(c2ccc(OC)cc2)NC(=O)NC1(O)C(F)(F)Cl (centres undefined)	1	-0.1	-4	104	-5	4	103	3	6	32
O=C(NCc1ccccc1)c1cccc(NC(=O)c2ccco2)c1	1	0.4	10	94	-8	2	91	10	8	3
Cc1ccc(Sc2nc3c(c(=O)[nH]c(=O)n3C)n2CCc2ccccc2)cc1	0.8	0.0	2	105	-2	16	99	3	-32	3
O=C(NCC(=O)N(Cc1cccs1)C(C(=O)NC1CCCC1)c1ccncc1)c1ccco1 (centres undefined)	0.9	-0.2	-4	91	8	10	104	14	20	-9
CCCCOC(=O)C(C)c1c(C)[nH]c(=S)[nH]c1=O (centres undefined)	0.9	-0.3	-1	101	-5	14	101	1	7	-14
CCOC(=O)c1c(-c2ccccc2)cn2c(C)cc(C)nc12	0.9	0.1	-46	91	-2	5	138*	15	-4	-100

mol	Diaph act CS	Hsp70 act	STAT1 inh	STAT3 act	TLR4-MyD88 BLA	Diaphorase inh	STAT1 act	STAT3 inh	G6PDH CS	APP 5UTR inh
CC1CCCC(C)N1NC(=O)c1cccc(S(=O)(=O)N2CCc3ccccc32)c1 (centres undefined)	1	-0.1	9	102	-4	0	90	8	7	-17
O=C(c1ccc2c(c1)OCO2)N1CCCC1	1	-0.1	-1	106	-7	2	101	-2	12	-4
CC1(C)CC(=O)c2c(-c3cccs3)n[nH]c2C1	1	-0.3	-2	75	10	-5	106	31	-5	8
O=C(OC[C@@H]1CCCN2CCCC[C@H]12)c1cc2ccccc2oc1=O	1	-0.1	4	99	0	2	97	-1	-5	8
COc1ccc(S(=O)(=O)NC(CC(=O)NCc2ccco2)C(C)C)cc1 (centres undefined)	0.9	0.1	-4	101	3	9	104	4	-1	-5
CCCCc1ccc(NC(=S)NCCc2ccc(F)cc2)cc1	1	-0.1	-1	97	8	-2	101	13	4	1
CCOc1ncccc1C(=O)N1CCN(c2cccc(C)c2C)CC1	1	-0.2	1	120	-3	1	97	-13	3	95*
COc1cccc(-c2csc(N3CCN(C(=O)Nc4ccccc4Cl)CC3)n2)c1	0.9	-0.2	-4	96	0	14	102	7	6	-11
O=C1C2C3C=CC(C2C(=O)N1c1ccccc1O)C1C2C(=O)N(c4ccccc4O)C(=O)C2C31 (centres undefined)	1	-0.2	-2	113	4	4	101	-15	6	2
O=C(CSCc1ccccc1)Nc1nccs1	1	-0.1	3	100	7	4	97	5	11	-1

mol	Diaph act CS	Hsp70 act	STAT1 inh	STAT3 act	TLR4-MyD88 BLA	Diaphorase inh	STAT1 act	STAT3 inh	G6PDH CS	APP 5UTR inh
COc1ccc([N+](=O)[O-])cc1NC(=O)C(C)N1CCN(C(=O)c2ccco2)CC1 (centres undefined)	1	0.0	3	102	4	3	95	-1	5	6
Cc1ccc(NC(=O)N2CCc3ccccc3C2)cc1	1.1	0.4	-57	122	-9	-12	148*	-25	9	-75
COc1cc(S(=O)(=O)N2CCN(C(=O)c3ccccc3F)CC2)c(OC)cc1NC(C)=O	1.2	0.0	-4	103	0	-21	104	4	10	-10
Nc1nnc(SCC(=O)NCCOc2ccccc2)s1	0.9	0.1	-6	99	1	10	107	3	8	4
CC(C)C(NC(=O)c1ccccc1NC(=O)c1ccco1)C(=O)O (centres undefined)	0.8	0.5	1	105	7	20	99	-3	-6	8
CN(C)/C=C1\N=C(c2ccc(Cl)cc2Cl)OC1=O	0.9	-0.1	-28	91	-8	11	128	11	4	-8
Cc1c(Cl)cccc1NC(=S)NCC(c1cccnc1)N(C)C (centres undefined)	0.9	0.1	2	99	-18	6	97	3	-1	-13
CC1CCN(Cc2nc3c(c(=O)n(C)c(=O)n3C)n2CCCc2ccccc2)CC1	0.8	0.3	4	107	-6	19	110	-5	-24	-11
Cc1cccc(C(CC(=O)NCc2ccco2)c2ccccc2)c1O (centres undefined)	0.8	-0.3	0	98	-9	20	100	11	1	2
CCOC(=O)/C(C#N)=C/c1cn(CCC(=O)O)nc1-c1ccc(Br)cc1	1	-0.3	3	97	-1	-2	97	9	0	4

High-throughput results from PubChem.
